Screening data as filed in PubChem.
CAL PDZ FP-1 = blocks peptide binding to the human CAL PDZ domain; AID 602252; Q9HD26; 0.92% of 300,000 active; inhibition, % at 24.9 µM; purified CAL PDZ, TMR-peptide fluorescence polarization, 1 h;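 active = mean inhibition of at least 30% with at least half of replicates also reaching 30%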;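 note: 0% = DMSO neutral control and 100% = excess unlabeled competitor peptide PRC23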
DAGLB inh = diacylglycerol lipase beta (human) inhibition; Q8NCG7; HEK293T DAGLB membrane lysate, EnzChek fluorogenic substrate; inhibition, % at 5.17 µM; 0.059% of 340,000 active; AID 504411; in the data active = inhibition above about 34%;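 note: 0% = enzyme with vehicle and 100% = wells lacking enzyme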
Target sequence (Q8NCG7 whole entry, looked up): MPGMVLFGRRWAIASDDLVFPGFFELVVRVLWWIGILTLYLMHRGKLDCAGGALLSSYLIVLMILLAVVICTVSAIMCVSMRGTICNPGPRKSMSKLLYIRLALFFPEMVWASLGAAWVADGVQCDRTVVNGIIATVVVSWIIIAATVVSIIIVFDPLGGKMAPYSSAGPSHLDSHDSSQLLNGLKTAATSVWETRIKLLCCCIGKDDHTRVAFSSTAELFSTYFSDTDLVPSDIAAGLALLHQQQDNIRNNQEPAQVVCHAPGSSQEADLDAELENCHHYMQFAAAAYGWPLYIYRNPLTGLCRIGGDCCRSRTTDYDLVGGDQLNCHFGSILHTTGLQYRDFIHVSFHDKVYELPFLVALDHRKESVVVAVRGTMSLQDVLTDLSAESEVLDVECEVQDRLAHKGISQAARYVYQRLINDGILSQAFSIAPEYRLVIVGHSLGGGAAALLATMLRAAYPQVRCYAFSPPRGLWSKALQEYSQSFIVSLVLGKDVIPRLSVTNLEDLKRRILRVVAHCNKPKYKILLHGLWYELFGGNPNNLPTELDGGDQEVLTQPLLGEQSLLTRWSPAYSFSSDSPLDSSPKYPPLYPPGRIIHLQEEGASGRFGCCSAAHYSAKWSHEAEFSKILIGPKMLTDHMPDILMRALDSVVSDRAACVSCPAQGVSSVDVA
LANA DNA inh = KSHV C-LANA DNA binding inhibition | MBP-C-LANA/FAM-LBS DNA binding, fluorescence polarization | inhibition, % at 9 µM | 0.078% of 340,000 active;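 active = highest replicate inhibition at or above 60% at 9 µM, even if other replicates fall short; inactive = all replicates below 60% inhibition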;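 note: 0% = neutral control wells and 100% = 4 µM acridine orange control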
DSG3 Ab inh = inhibitors of pemphigus antibody binding to human desmoglein-3; P32926; DSG3-coupled beads, scFv-anti-DSG3-GFP binding, flow cytometry; active compounds read low; binding (percent of control), % at 10 µM; 0.48% of 310,000 active; AID 588358;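 active = binding more than 3 SD below its plate's average and above zero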;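 note: hits lower antibody fragment binding to DSG3; some compounds called inactive have numbers as strong as hits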
V-ATPase pHluor = regulators of yeast V-ATPase proton transport. S. cerevisiae, pHLuorin cytosolic pH fluorescence. response, % at 10 µM. 0.37% of 350,000 active. AID 504577; in the data active = response mostly above about 7.3%, no sharp cut-off; inactive = mostly below about 5.4%; note: actives read high; inactives centre near 0; some compounds called inactive have numbers as strong as hits; reference of the scale not given here
Keap1 Nrf2 FP = inhibitors of human Keap1-Nrf2 protein-protein interaction; Q14145; Keap1 Kelch-Nrf2 peptide fluorescence polarization, 1536-well; inhibition, % at 9.4 µM; 0.15% of 340,000 active; AID 504523; in the data active = inhibition above about 12%;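 note: human Keap1 Kelch domain with fluorescein labeled Nrf2 9mer peptide probe; 0% = neutral control wells and 100% = peptide positive control; higher means more block of Keap1 binding to Nrf2 peptide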
CAL PDZ FP-2 = human CAL PDZ-peptide interaction inhibition. Q9HD26. purified CAL PDZ, TMR-peptide fluorescence polarization, 1 h. inhibition, % at 20 µM. 0.02% of 330,000 active. AID 504414;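 active = highest replicate inhibition of at least 40%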;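 note: plate controls were DMSO neutral control wells for no effect and unlabeled competitor peptide control wells for full effect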
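System: purified tagged CAL PDZ domain construct (CerCALP). Schedule: 1 h incubation at room temperature before polarization reading. Medium: 25 mM sodium phosphate pH 7.4, 150 mM NaCl, TCEP, IgG, Thesit. Read-out: percent inhibition from loss of millipolarization. Measured by: FP readout, S and P plane fluorescence. Probe or stimulus: fluorescent TMR peptide probe.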
Arr AP2 block = inhibitors of human beta-arrestin and AP2 interaction; FITC-arrestin peptide / GST-AP2 beads, flow cytometry; AP2 beta2 appendage carries R879A mutation; inhibition, % at 10 µM; 0.31% of 340,000 active; AID 504490;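 active = inhibition above a set limit, near 3 SD of compounds lacking own fluorescence, cut at about 54% in these data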;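 note: plate controls were DMSO wells for no effect and 5 µM unlabelled arrestin peptide for full effect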
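Test system: GST-tagged AP2 beta2-adaptin appendage (R879A) on 4 µm glutathione beads; also added: fluorescein-tagged arrestin peptide at 50 nM final; timing: 12 min plus 1 h, RT; signal: flow cytometry, FL1 (488/535 nm); read-out: percent drop in bead-associated FITC signal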
NSD2 inh = blocks human histone methyltransferase NSD2; 0.54% of 310,000 active; inhibition, % at 12.5 µM; NSD2 peptide methylation, AlphaScreen, 120 min; AID 743445; in the data active = inhibition above about 50%
RTF Ca sens inh = cardiac RTF calcium desensitization. P19429+P45379. IANBD-labeled cardiac RTF, Ca2+ fluorescence. inhibition, % at 7.15 µM. 0.12% of 340,000 active. AID 493244;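 active = inhibition above the mean inhibition of all tested compounds plus 3 SD, cut at about 17% in these data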;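 note: assay run at fixed EC70 calcium of 1.6 mM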
* marks the source's active call; other numbers are inactive results; · = no result given.

SMILES	CAL PDZ FP-1	DAGLB inh	LANA DNA inh	DSG3 Ab inh	V-ATPase pHluor	Keap1 Nrf2 FP	CAL PDZ FP-2	Arr AP2 block	NSD2 inh	RTF Ca sens inh
COc1ccc(OC)c(C(=O)COC(=O)CNC(=O)C2CCCCC2)c1	-3	-1	0.8	102	-4	-3	-0.4	18	3	-9
Cc1n[nH]c(=S)n(NC(=O)CC(=O)Nn2c(=S)[nH]nc(C)c2=O)c1=O	1	-1	0.4	101	-5	-3	-0.3	23	-334	-11
CC(=O)c1ccc(NC(=O)C(NC(=O)c2ccccc2)=C(C)C)cc1	1	2	-0.1	101	-1	2	-3.7	36	-6	-5
COc1cc2[nH]c(C(=O)N3CCC(Cc4ccccc4)CC3)cc2c(OC)c1OC	7	1	1.1	115	-1	-3	0.2	5	1	0
C=CCNC(=O)NC(=O)COC(=O)CC(NC(N)=O)c1ccc(Cl)cc1 (stereo not given)	-3	1	-0.3	103	3	-5	0.5	-4	-3	-12
O=C(c1ccc(CS(=O)(=O)c2ccc(Br)cc2)o1)N1CCN(c2ccccn2)CC1	·	-1	0.7	110	4	-2	0.9	22	·	-1
Cc1ccc(C(=O)Nc2ccc3c(c2)OCO3)cc1S(=O)(=O)N1CCOCC1	-1	3	0.3	111	-3	0	-1.2	8	0	-7
COc1ccc(CC(=O)N2CC(C)CC(C)C2)cc1OC (stereo not given)	-2	2	0.7	101	-3	-1	-1.0	2	2	-5
CC(CN1CCOCC1)OC(=O)c1ccc(C(C)(C)C)cc1 (stereo not given)	-4	-3	1.1	117	-2	1	0.5	-6	-3	0
S=C(Nc1ccccc1)N1CCCCC1	0	0	-2.5	101	-4	0	·	9	2	5
COc1cc(C2c3cc4c(cc3OC(N3CCCC3)C2C)OCO4)cc(OC)c1O (stereo not given)	-1	-4	-0.7	94	0	-3	0.3	1	1	0
COc1ccc(S(=O)(=O)N2Cc3ccccc3CC2C(=O)Nc2ccc(O)cc2)cc1OC (stereo not given)	·	3	-1.3	97	3	2	-0.1	-3	·	-12
Cc1cc(C)n2nc(C(=O)OCC(=O)c3ccccc3Cl)nc2n1	-3	0	0.7	93	-5	-4	-0.8	-4	-2	-3
COc1ccc(OCCOC(=O)C(C)NS(=O)(=O)c2ccc(NC(C)=O)cc2)cc1 (stereo not given)	0	-2	1.1	107	0	2	-0.6	29	-3	-2
Fc1ccccc1-c1nc(-c2ccccc2)no1	3	-19	-1.4	104	-1	4	-2.7	-5	-4	2
CC(=O)NCC(=O)N(C)C(C(=O)Nc1ccc2c(c1)OCCO2)c1ccc(C)cc1 (stereo not given)	·	-1	-1.3	105	0	0	-0.4	-7	-3	-10
CNC(=O)C(=O)NCCc1ccc(Cl)cc1	-1	2	1.4	99	-1	1	0.4	9	-1	-2
Cc1ccsc1C(=O)NNC(=O)c1csc(N2CCOCC2)n1	1	0	-2.7	109	-4	0	-0.5	4	-1	-10
CC(NC(=O)C1(c2cccs2)CCOCC1)c1ccccc1 (stereo not given)	1	0	2.6	112	-2	1	-0.7	-7	-2	3
CCCCOC(=O)Nc1nnc(Cc2ccc(Cl)cc2)s1	2	0	2.6	94	-3	-1	-1.5	23	1	-7
CC(C)Oc1ccc(C(CC(=O)N(C)CCC#N)c2ccc(F)cc2)cc1 (stereo not given)	-3	-6	-0.3	105	-1	-1	-0.2	-4	0	3
CCN(CC)c1ccc(N=Cc2ccc([N+](=O)[O-])o2)cc1	0	11	-1.3	95	6	0	-0.8	·	34	5
COc1ccc(OC)c(CNC(=O)C2CCN(S(=O)(=O)N3CCCC3)CC2)c1	-2	-1	0.1	98	-4	-3	-2.9	-2	-3	0
O=C(CNC(=O)c1ccc(Cl)c([N+](=O)[O-])c1)NCC1CCCO1 (stereo not given)	0	3	-2.3	·	-1	4	-2.3	8	2	-17
CC(=O)NC(Cc1c[nH]c2ccccc12)C(=O)OCC(=O)N1CCCCCC1 (stereo not given)	·	1	-0.8	103	-2	0	-0.4	8	0	-4
O=C(CSC1=Nc2ccccc2C2=NC(CC(=O)NCc3ccco3)C(=O)N12)NCC1CCCO1 (stereo not given)	1	0	2.4	102	2	1	-2.7	0	2	-10
CCOC(=O)c1sc(=S)n(C)c1NC(=O)c1ccccc1	·	0	-1.3	114	2	-3	-0.3	10	-2	-3
CC(C)CCN1CCN(Cc2cccc3nonc23)CC1CCO (stereo not given)	1	4	1.6	102	3	-5	-1.7	-1	1	2
CCOC(=O)CSc1ccc2nnc(CCNS(=O)(=O)c3ccccc3)n2n1	-5	1	-0.8	100	-1	-2	-2.1	17	19	-5
CC(=O)c1ccccc1NC(=O)COC(=O)CSCC(=O)Nc1cc(C)on1	1	-1	0.8	100	2	-5	-2.2	-13	-2	-3
CCOC(=O)[C@@H]1[C@H]2COc3cc(OC)ccc3[C@@H]2N2C(=O)N(c3cccc(Cl)c3)C(=O)[C@]12C	-2	-7	-0.6	96	-1	2	-0.6	-15	·	-5
O=C(Nc1ccnn1C1CCN(C(=O)c2c(F)cccc2F)CC1)C1CC1	-1	-1	0.4	100	1	-2	-2.2	-4	6	-1
CC(=O)CC(=O)Nc1ccc(C(N)=O)cc1	-5	-1	-0.5	122	-3	1	-2.1	46	-4	-5
Cc1ccc2[nH]c(=O)c(CN(c3cccc(C)c3C)S(=O)(=O)c3ccccc3)cc2c1	-3	0	-0.3	102	0	2	-3.0	-12	-4	-2
COc1ccc(S(=O)(=O)NC(CC(=O)NCc2ccco2)C(C)C)cc1 (stereo not given)	-4	0	1.7	97	5	-1	0.4	-1	-1	-1
CCOc1ccccc1Nc1nnc(SCC(=O)NC(Cc2c[nH]c3ccccc23)C(=O)O)s1 (stereo not given)	-3	4	2.7	104	-2	3	-2.6	19	3	1
C/C(=N\Nc1nnc2c3ccccc3n(C)c2n1)c1ccc(C)o1	-1	0	-2.2	128	1	-3	-0.7	-7	1	10
COc1cc(C(=O)OCCNC(=O)c2ccncc2)cc(OC)c1OC	-5	-1	0.2	121	2	-1	-2.4	7	-1	-6
COc1ccc([N+](=O)[O-])cc1NC(=O)CSCc1ccc(Br)cc1	-1	-2	0.8	97	-6	-5	-0.7	2	-1	-12
CCCCCc1ccc(OCCOCCn2c[n+](C)c3ccccc32)c(CCCCC)c1	-2	4	0.7	115	-4	8	-1.2	-3	8	1
N#Cc1ccc(OCC(=O)Nc2nc(-c3ccccn3)cs2)cc1	·	0	·	97	1	·	·	·	-10	·
CN(CC(=O)Nc1ccc(Cl)cc1)CC(=O)Nc1cccc2ccccc12	·	-4	5.1	97	-3	-4	-2.7	9	0	0
NS(=O)(=O)c1ccc(NC(=O)c2ccc(S(=O)(=O)N3CCc4ccccc43)cc2)cc1	-7	0	-1.1	84	-1	-4	-4.2	8	2	0
CCOC(=O)c1csc(NC(=O)CC2CCCC2)n1	-3	1	0.5	106	3	1	-0.5	9	-2	-22
CCCOc1ccc(C2(C(=O)O)CCCC2)cc1	-2	3	-0.4	103	-1	-3	-1.3	-11	-2	-4
COc1ccc(C)cc1NC(=O)C1CCCN1C(=O)OCc1ccccc1 (stereo not given)	-4	-3	0.0	103	-2	-3	-0.8	-7	0	1
CCCN1CCN(C(=O)Cn2nc(C)n3c(cc4sccc43)c2=O)CC1	-3	1	0.1	·	3	-2	-1.4	-9	3	-7
Cc1ccccc1NC(=S)N(CCN1CCCCC1)Cc1ccco1	1	-1	-0.1	130	-3	5	-2.2	-12	1	-6
Cc1ccc(-c2nc3ccccc3c(=O)n2NC(=O)c2cccs2)cc1	0	-1	0.7	101	-1	-1	-1.9	34	-1	-4
O=C(NC1CC1)C1CCN(C(=O)c2ccccc2Cl)CC1	-6	0	1.4	·	-6	0	-3.4	3	50	-2
CCN1CCN(c2cc(N3CCc4ccccc4C3)c(F)cc2[N+](=O)[O-])CC1	-3	1	1.6	103	-1	5	-1.0	9	32	7
O=C(NCc1ccccc1)c1ccc[n+]([O-])c1	3	-10	-0.8	86	-1	-1	-0.3	7	-3	-7
CCN(CC(=O)Nc1c(F)cccc1F)C(=O)CN(C)S(=O)(=O)c1ccc(F)cc1	0	3	2.0	126	-1	-1	-0.3	2	-4	-4
COc1ccc(C(=O)Nc2cc3c(cc2N2CCCCC2)n(C)c(=O)n3C)cc1OC	2	0	1.3	109	-3	-2	-1.5	·	3	-2
O=C(c1ccc(CSc2nc3ccncc3[nH]2)cc1)N1CCCCCC1	-2	-2	-0.6	99	-3	-2	-1.5	-14	·	-4
COc1ccc(C(=O)c2c(-c3cccc(C)c3)oc3ccc(N4CCOCC4)cc23)cn1	0	-7	-2.3	101	0	-8	-1.5	4	·	-7
COc1cc(/C=C/C(=O)Nc2nc3ccc(S(=O)(=O)N(C)C)cc3s2)cc(OC)c1OC	-2	0	-1.4	99	-19	1	-0.2	-9	-5	5
CCC(C)NC(=O)C1CCN(C(=O)N(C)C)CC1 (stereo not given)	-3	-3	-0.6	100	4	4	-1.0	12	0	4
Cc1cc(C)c2sc(N(CCN(C)C)C(=O)CCS(=O)(=O)c3ccccc3)nc2c1	-3	1	-1.8	104	1	-5	-3.6	-1	1	-9
CCOc1cc(N(CC)CC)ccc1/C=C(/C#N)c1nc2ccccc2[nH]1	43*	-67	-0.7	236	-3	-3	1.0	14	-4	-173

Four compounds picked at random from those above, as already listed:
SMILES	CAL PDZ FP-1	DAGLB inh	LANA DNA inh	DSG3 Ab inh	V-ATPase pHluor	Keap1 Nrf2 FP	CAL PDZ FP-2	Arr AP2 block	NSD2 inh	RTF Ca sens inh
CCCN1CCN(C(=O)Cn2nc(C)n3c(cc4sccc43)c2=O)CC1	-3	1	0.1	·	3	-2	-1.4	-9	3	-7
CCN(CC(=O)Nc1c(F)cccc1F)C(=O)CN(C)S(=O)(=O)c1ccc(F)cc1	0	3	2.0	126	-1	-1	-0.3	2	-4	-4
O=C(NC1CC1)C1CCN(C(=O)c2ccccc2Cl)CC1	-6	0	1.4	·	-6	0	-3.4	3	50	-2
COc1ccc(C(=O)c2c(-c3cccc(C)c3)oc3ccc(N4CCOCC4)cc23)cn1	0	-7	-2.3	101	0	-8	-1.5	4	·	-7

Other compounds follow.
SMILES	CAL PDZ FP-1	DAGLB inh	LANA DNA inh	DSG3 Ab inh	V-ATPase pHluor	Keap1 Nrf2 FP	CAL PDZ FP-2	Arr AP2 block	NSD2 inh	RTF Ca sens inh
COc1ccc(N(C(=O)CNC(=O)c2cccs2)C(C(=O)NCC2CCCO2)c2ccccc2)c(OC)c1 (stereo not given)	-2	0	0.7	106	0	-4	-1.9	2	-3	-3
CN(C)S(=O)(=O)c1ccc(NC(=O)COC(=O)Cn2[nH]c(=O)c3ccccc3c2=O)cc1	-3	1	1.2	95	2	-4	-2.9	2	1	-10
C/C(=N\NC(=O)c1ccc(NS(=O)(=O)c2cccs2)cc1)c1ccncc1	-10	2	-0.7	95	0	0	-0.4	4	-1	-2
Fc1ccc(-n2c(Cc3cccs3)n[nH]c2=S)cc1Cl	-3	3	-0.3	98	2	-3	-0.8	-16	2	4

Only part of the results is shown; the hit share may differ from the screen's.
